# High-throughput results from PubChem.
# eIF4E 4G PPI = eIF4E/eIF4G interaction inhibition in translation initiation. TR-FRET eIF4E-eIF4GI(517-606) binding, 2 h. P63073+Q04637. inhibition, % at 21.7 µM. 220,000 tested, 0.37% active. AID 782;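 note: 0% = full FRET control wells and 100% = background wells lacking eIF4GI fragment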
# KLK5 inh = kallikrein 5 (human) inhibition; Q9Y337; recombinant hK5, fluorogenic AMC substrate cleavage; inhibition, % at 5 µM; 210,000 tested, 0.59% active;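 active = inhibition of 40% or more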;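 note: 0% = enzyme controls without compound and 100% = no-enzyme blanks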
# NCF1 inh = p47phox (human) inhibition | p47phox/p22phox peptide binding, fluorescence polarization, 2 h | 220,000 tested, 0.53% active | inhibition, % at 24.7 µM | AID 1274;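 note: 0% = p47phox with labelled peptide and 100% = labelled peptide alone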
# 14-3-3 Bad inh = disrupts binding of bovine 14-3-3 zeta to phospho-Bad peptide; P63103; TR-FRET 14-3-3zeta/Dy647-pBad peptide displacement, 1 h; inhibition, % at 21.7 µM; 220,000 tested, 0.71% active; AID 781;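 active = inhibition above about 70%, limit read from the data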;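 note: 0% = full 14-3-3 plus peptide FRET controls and 100% = background without 14-3-3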
# Cl transport mod = modulators of human KCC2 chloride dependent transport; KCC2 cells, thallium flux FluoZin-2 fluorescence; B-score of Tl+ flux slope (higher = more flux/activation; lower = inhibition) at 10 µM; 190,000 tested, 2.2% active;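 active = thallium flux slope and its plate-corrected score both differing from the plate sample mean at a set confidence after two filtering rounds, in either direction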;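 note: slope of fluorescence scaled to starting intensity during 10 to 20 s after thallium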
# Target sequence (Q9H2X9 whole entry, looked up): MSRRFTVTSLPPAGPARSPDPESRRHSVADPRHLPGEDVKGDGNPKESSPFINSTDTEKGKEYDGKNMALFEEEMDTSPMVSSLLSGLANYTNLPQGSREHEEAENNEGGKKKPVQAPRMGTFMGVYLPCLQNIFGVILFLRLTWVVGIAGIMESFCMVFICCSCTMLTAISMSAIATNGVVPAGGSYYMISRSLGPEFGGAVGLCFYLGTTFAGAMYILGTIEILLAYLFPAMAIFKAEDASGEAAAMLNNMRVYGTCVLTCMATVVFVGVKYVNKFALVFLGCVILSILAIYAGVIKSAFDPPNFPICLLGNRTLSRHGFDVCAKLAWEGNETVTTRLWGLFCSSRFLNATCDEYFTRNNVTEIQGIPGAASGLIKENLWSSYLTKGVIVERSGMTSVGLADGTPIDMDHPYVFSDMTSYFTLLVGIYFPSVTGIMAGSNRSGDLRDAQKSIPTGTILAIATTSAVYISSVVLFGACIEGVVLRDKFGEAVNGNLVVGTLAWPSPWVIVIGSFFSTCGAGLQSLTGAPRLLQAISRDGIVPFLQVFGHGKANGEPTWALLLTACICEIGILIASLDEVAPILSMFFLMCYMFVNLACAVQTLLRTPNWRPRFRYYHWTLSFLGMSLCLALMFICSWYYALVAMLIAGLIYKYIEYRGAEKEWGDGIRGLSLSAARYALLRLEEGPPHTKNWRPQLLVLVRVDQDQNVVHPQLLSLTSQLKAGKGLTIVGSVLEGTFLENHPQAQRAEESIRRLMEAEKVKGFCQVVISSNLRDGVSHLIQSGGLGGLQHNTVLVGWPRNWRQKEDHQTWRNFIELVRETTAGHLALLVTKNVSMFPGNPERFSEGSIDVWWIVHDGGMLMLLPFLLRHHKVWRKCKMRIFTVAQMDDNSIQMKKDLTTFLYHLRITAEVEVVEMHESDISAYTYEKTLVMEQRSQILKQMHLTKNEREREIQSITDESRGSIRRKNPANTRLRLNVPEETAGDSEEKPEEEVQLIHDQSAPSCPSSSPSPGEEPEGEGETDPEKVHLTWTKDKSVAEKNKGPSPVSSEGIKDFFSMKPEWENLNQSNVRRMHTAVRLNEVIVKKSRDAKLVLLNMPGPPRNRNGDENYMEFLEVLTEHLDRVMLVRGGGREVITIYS
# EBV gp42 block = EBV gp42 inhibition | Q1HVG2 | Fluorescence polarization binding assay, mP read-out | inhibition, % (tested at 21.74 µM) | 220,000 tested, 0.42% active | AID 1085; in the data active = inhibition above about 50%
# Thrombin inh = blocks human thrombin protease activity | 220,000 tested, 0.26% active | AID 1046 | inhibition, % at 5 µM | P00734 | alpha-thrombin, Boc-VPR-AMC fluorogenic substrate cleavage;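 active = inhibition at or above 40%; inactive = inhibition below 40%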;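 note: 0% = enzyme with no compound and 100% = wells without enzyme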
#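 Material: Human alpha-thrombin protein | Buffer or medium: pH 7.5 Tris-saline with Tween 20 | Reagent: Boc-VPR-AMC substrate, 15 µM final | Schedule: Reaction at ambient temperature | Detection: AMC fluorescence at 355 nm excitation and 460 nm emission | Evaluation: Percent inhibition scaled between no-compound controls and no-enzyme blanks | Controls: no-compound enzyme wells and no-enzyme blanks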
# Rad51 HR inh = blocks human Rad51 in homologous recombination; 200,000 tested, 0.085% active; hRad51 DNA strand exchange, fluorescence dequenching; AID 1385; inhibition, % at 10 µM;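 active = inhibition above 40% at the single screening dose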;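 note: 0% = DMSO control wells and 100% = blanks with heterologous ssDNA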
#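 Read-out basis: percent inhibition relative to plate controls and blanks / Assay system: human Rad51 nucleoprotein filaments preassembled on unlabelled ssDNA / Timing: filaments 15 min 37 °C, then compound 30 min / Control set: per-plate controls and blanks / Technique: fluorescence dequenching at 485/520 nm / Compound: 10 µM final, single point / Also added: Fluorescein- and BHQ1-tagged 47-mer duplex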
# Furin inh = blocks human furin protease activity. P09958. purified furin, fluorogenic substrate cleavage. inhibition, % at 30 µM. 220,000 tested, 0.061% active; in the data active = inhibition above about 25%; note: inactives centre near -15
# * marks the source's active call; other numbers are inactive results; . = not tested or not shown; [ ] = remark or other dose.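 Rule for the calls, unless noted: active = inhibition above about 30% (limit read from the data); inactive = the rest.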
SMILES,eIF4E 4G PPI,KLK5 inh,NCF1 inh,14-3-3 Bad inh,Cl transport mod,EBV gp42 block,Thrombin inh,Rad51 HR inh,Furin inh
O=C(Nc1ccc(Oc2nnc(-c3ccccc3)c3ccccc23)cc1)c1ccccc1,17[fluorescence artefact?],-6,1,21[fluorescence artefact?],0.27,5,0,.,-15
CC(C)C(NC(=O)c1ccc(C(C)(C)C)cc1)C(=O)Nc1cccc(S(N)(=O)=O)c1 (stereo unspecified),2,-7,-8,-11,1.4,-8,-11,-39,-7
CN(C)CCCOC(=O)COc1ccc(C(C)(C)C)cc1,6,-5,8,-9,-0.079,23,0,-1,-14
CN(C)CCN(Cc1cc2cc3c(cc2[nH]c1=O)OCO3)C(=S)NCc1ccco1,3,-2,1,-11,-2.3,-15,-11,-1,-32
O=C(Cn1cnc2scc(-c3ccc(Cl)cc3)c2c1=O)N1CCOCC1,-1,-2,-21,3,0.41,-5,-18,4,-28
COc1ccc(CCNC(=O)Nc2cccc([N+](=O)[O-])c2)cc1OC,0,-45,-24,-12,0.012,-4,-4,6,-13
FC(F)(F)c1nnc(-c2ccccc2)nc1N1CCCC1,0,-4,-3,-14,-1.9,-1,-5,10,-14
O=C(NC(=S)NCCOCc1ccc(Cl)cc1)c1cccnc1,-1[fluorescence artefact?],-12,-10,1,3.9,3,-7,.,-27
CC(C)(C)OC(=O)N1CCC(C(=O)N2CCC[C@H]2C(=O)O)CC1,5[fluorescence artefact?],2,-7,8[fluorescence artefact?],0.56,-11,-3,12,-10
CC(C)N(C(=O)CSc1nc2ccccc2c(=O)[nH]1)C(C)C,2,-3,-4,3,-0.046,-6,-6,4,-8
O=C(NCC(=O)N(c1ccc(F)cc1)C(C(=O)NC1CCCC1)c1cccnc1)c1cccs1 (stereo unspecified),1,21,4,6,-0.53,-8,15,.,-10
O=C(c1ccccc1)c1ccc(C(=O)N2CCOCC2)cc1,2,0,-10,16,1.3,-1,-2,4,-2
Cc1ccc(OCc2nnc(SCC(=O)O)n2N)cc1,0,-23,2,15[fluorescence artefact?],-1.3,2,3,-2,-8[20 µM]
CCCC(=O)c1ccc(N2CCN(S(=O)(=O)c3ccccc3)CC2)c(F)c1,-2,4,1,-4,0.12,-27,4,-4,-20
Cc1ccc(-c2cn(S(=O)(=O)c3cccc([N+](=O)[O-])c3)nc2N)cc1,-2,.,-1,-4,0.38,-5,2,25,-10
CN(C(=O)COc1ccccc1)c1nnc(C23CC4CC(CC(C4)C2)C3)s1,-8,-8,-4,-4[fluorescence artefact?],1.4,14,2,5,-18
O=C(CCC(=O)NNC(=O)COc1ccccc1)NCc1ccccc1,5,-11,-9,2,0.14,-2,1,0,-22[20 µM]
C(=C\c1ccccc1)/C=N/Nc1nc(N2CCCCC2)nc(N2CCCCC2)n1,-5,-14,-10,5,.,-16,-3,4,-6
Cc1ccc(-c2cccc(C3CC=CC4C3C(=O)N(Cc3ccccc3)C4c3cc(C)ccc3F)c2)cc1 (stereo unspecified),-2,4,-18,1,-0.28,-10,1,2,-22
O=C(NN=C1CCCCCCC1)c1ccc(F)cc1,-1,1,-2,-10,1,-8,3,22,-17
COCc1cc(C)nc(SCC(=O)Nc2ccccc2C)c1C#N,5,-18,-10,-11,.,-23,4,-4,-20
CCC(OC(=O)c1cc2sccc2n1C)C(=O)NCC1CCCO1 (stereo unspecified),5,-24,4,-11[fluorescence artefact?],-0.73,-2,-11,-3,-11
CC(=O)N1CCN(Cc2nc3cc(NC(=O)c4ccccc4)ccc3n2C)CC1,3,-16,-9,-4,0.37,-3,1,3,-20[20 µM]
Nc1cc(N)nc(SCCOc2ccccc2)n1,0,16,-6,2,.,-14,-6,0,-15
N#Cc1cc(-c2ccc(Cl)cc2)cnc1Sc1ccccc1,0,19,-3,6,0.34,0,-4,2,-15[20 µM]
C=CCNCCCCOc1ccccc1,5,-2,-1,2,0.019,-1,-4,5,-14
COc1ccc(C(=O)Nc2nccs2)cc1OC,-1,-1,-5,3,-0.0071,2,5,.,-17
CCN(CC)C(=O)Cn1cc(C(=O)C(=O)N2CCCc3ccccc32)c2ccccc21,-3,-3,1,-8,-0.12,-8,-5,-2,-19
O=S(=O)(NCc1cccnc1)c1cc(Cl)ccc1Cl,10[fluorescence artefact?],2,-7,-14[fluorescence artefact?],.,-7,-3,-7,-26
CCOC(=O)c1ccc(NS(=O)(=O)N2CCCCCC2)cc1,1,4,15,-2,0.26,10,-4,0,-19[20 µM]
Cc1ccc(C)c(NC(=S)NCc2cccs2)c1,20[fluorescence artefact?],-17,-5,-19,-1.3,2,-9,0,-21
CCOC(=O)CNc1ncnc2nc[nH]c12,3,-5,-1,6,.,4,-8,2,-11
Nc1ccccc1-c1nnc(SCc2ccccc2Cl)[nH]c1=O,3,-3,-3,0,.,-14,-2,-8,-23[20 µM]
Cc1ccc(NC(=O)CSC2=C(C#N)C(c3ccc4c(c3)OCO4)C3=C(CCCC3=O)N2)c(C)c1 (stereo unspecified),-6,-16,-4,-2,-0.42,5,-2,1,-16
CC(=O)NNC(=O)CCn1nnc2ccccc21,0,1,3,-1,0.98,-10,-2,-28,-11
CCOC(=O)c1nnn(-c2nonc2N)c1-c1cccc2ccccc12,6,7,-12,-1,.,-17,1,8,-7
CN1CCN(c2ccc(S(=O)(=O)N3CCCCC3)cc2NC(=O)Cc2ccccc2F)CC1,-3,-20,-13,-9[fluorescence artefact?],0.17,-12,-16,-8,-15
CC(C)[C@H](NC(N)=O)C(=O)Nc1ccc(OCc2ccccc2)cc1,0,-3,-1,-4,-0.17,-6,-21,-1,-23
Cc1ccc(N(CC(=O)Nc2ccc3c(c2)OCCO3)S(=O)(=O)c2c(C)noc2C)cc1,0,-25,-8,-5[fluorescence artefact?],.,3,-7,3,-17
CNC(=S)N1CCn2cccc2C1c1cc(OC)c(OC)c(OC)c1 (stereo unspecified),-3,-4,8,-5,-0.027,-4,-4,-12,-23
COc1cccc(NC(=O)CSc2nc3c([nH]c4ccccc43)c(=O)n2C)c1,-1,-7,-15,-7,0.15,12,2,36,-23
O=C1c2ccccc2C(=O)N1CCSc1nc2ccccc2c(=O)n1CCCN1CCOCC1,0,2,-5,-10,-0.64,-25,4,-32,-23
COC(C[C@H](O)[C@@H](C)[C@H](O)COCc1ccccc1)OC,4,2,-29,-3,0.62,-13,-3,17,-29
CCC(=O)N1CCN(c2ccc(NC(=O)c3ccc(-c4ccccc4)cc3)cc2)CC1,-7,-12,-19,5,.,-6,4,.,-12[20 µM]
Cc1c(Cl)cccc1N1C(=O)C2ON(c3ccccc3)C(c3cccnc3)C2C1=O (stereo unspecified),-1,-6,0,-4,-0.039,-17,-12,6,2
CCn1c(CSc2nccn2C)nc2cc(C(=O)O)ccc21,7,-14,-5,72*,-0.0038,72*,3,-18,-17
COc1cccc(NC(=O)C(NCC2CCCCC2)c2ccccc2)c1 (stereo unspecified),2[fluorescence artefact?],1,-3,84*[fluorescence artefact?],-1.1,-6,-2,-6,-14[20 µM]
Cc1ccc(-c2cc(C(=O)N3CCN(c4ncccn4)CC3)c3ccccc3n2)cc1,2[fluorescence artefact?],-21,-3,7[fluorescence artefact?],-1.3,-9,-3,2,-23
N#Cc1ccccc1NC(=O)COC(=O)c1ccc2c(c1)OCCO2,-15,-24,-10,-1,.,-36,1,0,-16
C/C(=N\NC(=O)c1ccc2c(c1)OCO2)c1ccc2c(c1)OCO2,-4,-5,14,-8,0.58,-1,2,4,-13
COc1ccccc1CC(=O)N(CCC#N)CCC#N,2,-7,-1,-3,-0.41,7,-5,-3,-21[20 µM]
CC(=O)c1cc(F)c(N2CCN(C(=O)COc3ccccc3F)CC2)cc1C,-5,-7,-13,-8,.,-13,2,-8,-12[20 µM]
O=C(Nc1ccc2oc(-c3ccncc3)nc2c1)c1c(F)c(F)c(F)c(F)c1F,-30,-32,-21,3[fluorescence artefact?],-0.67,-22,-6,-12,-22[20 µM]
O=C(NCc1cccc(C(F)(F)F)c1)C1CCN(c2ncccn2)CC1,6,-2,3,0,0.084,-1,-4,-7,-15
O=C(NC1CCCCC1)C1(c2ccccc2)CC1(Cl)Cl (stereo unspecified),-7,-15,-17,9[fluorescence artefact?],-1.1,-19,-1,-10,0
CCOC(=O)C1CCN(C(=O)/C=C/c2ccccc2)CC1,0,-8,0,-2,0.41,3,-2,-3,1
Cc1ccc(S(=O)(=O)NCc2ccc(C(=O)N3CCN(c4ccccn4)CC3)cc2)cc1,3,-3,-4,0,.,3,-3,-1,-12
C(=N\n1cnnc1)/c1ccc(OC2CSC2)cc1,0,5,2,-10[fluorescence artefact?],.,-8,3,3,-13
Cc1cc(C)cc(N(C(=O)c2sc(C)nc2C)C(C(=O)NCc2ccco2)c2ccccc2)c1 (stereo unspecified),-7,-18,4,-6,.,10,17,0,6[20 µM]
CC(C)Nc1nc(Cl)nc(NCCOc2ccccc2)n1,9,-3,-3,9,-1.9,10,-9,1,-18

# One compound at a time, as listed above.
# Profile of `COC(C[C@H](O)[C@@H](C)[C@H](O)COCc1ccccc1)OC` = eIF4E 4G PPI = 4; KLK5 inh = 2; NCF1 inh = -29; 14-3-3 Bad inh = -3; Cl transport mod = 0.62; EBV gp42 block = -13; Thrombin inh = -3; Rad51 HR inh = 17; Furin inh = -29
# Profile of `CC(C)Nc1nc(Cl)nc(NCCOc2ccccc2)n1` = eIF4E 4G PPI = 9; KLK5 inh = -3; NCF1 inh = -3; 14-3-3 Bad inh = 9; Cl transport mod = -1.9; EBV gp42 block = 10; Thrombin inh = -9; Rad51 HR inh = 1; Furin inh = -18

# Returning to the listing; the 5 compounds before the break are reprinted first.
SMILES,eIF4E 4G PPI,KLK5 inh,NCF1 inh,14-3-3 Bad inh,Cl transport mod,EBV gp42 block,Thrombin inh,Rad51 HR inh,Furin inh
CCOC(=O)C1CCN(C(=O)/C=C/c2ccccc2)CC1,0,-8,0,-2,0.41,3,-2,-3,1
Cc1ccc(S(=O)(=O)NCc2ccc(C(=O)N3CCN(c4ccccn4)CC3)cc2)cc1,3,-3,-4,0,.,3,-3,-1,-12
C(=N\n1cnnc1)/c1ccc(OC2CSC2)cc1,0,5,2,-10[fluorescence artefact?],.,-8,3,3,-13
Cc1cc(C)cc(N(C(=O)c2sc(C)nc2C)C(C(=O)NCc2ccco2)c2ccccc2)c1 (stereo unspecified),-7,-18,4,-6,.,10,17,0,6[20 µM]
CC(C)Nc1nc(Cl)nc(NCCOc2ccccc2)n1,9,-3,-3,9,-1.9,10,-9,1,-18
CCN1CCN(C(=O)c2ccc3c(c2)S(=O)(=O)c2ccccc2C3=O)CC1,5,-3,7,31,0.14,-11,-10,1,-20
O=C(CCS(=O)(=O)c1ccc(Cl)cc1)N1CCN(S(=O)(=O)c2cccs2)CC1,-7,4,-7,-4,-0.29,7,1,.,-9
CC1CCCN(CC(=O)N2c3ccccc3Sc3ccccc32)C1 (stereo unspecified),3,1,21,-8,0.41,-25,-15,20,-23
Cc1nnc(SCC(=O)O)s1,3,1,-9,2,1.3,-2,-7,1,-17
C/C(=N\NC(N)=O)C1CC(CC(C)C)C(=O)O1 (stereo unspecified),-1,-1,-12,2,0.096,0,-3,.,3
COc1ccc(Nc2nc(-c3c[nH]c4ccccc34)cs2)cc1,-1,-12,-18,7,0.53,5,3,-11,-3
O=C(N/N=C/c1ccncc1)c1cnccn1,-1,-4,-4,2,0.46,-10,-1,-2,-22
CCOC(=O)CC1=C(C(=O)OCC)C(c2ccc(OC)cc2OC)C(C#N)=C(N)O1 (stereo unspecified),3,3,-8,-2,.,1,-5,-1,-10
CC1(C)CC(=O)C2=C(C1)OC(N)=C(C#N)C21CCN(Cc2ccccc2)CC1,7[fluorescence artefact?],-3,-54,-12[fluorescence artefact?],-1.6,6,4,-43,-14
CCOc1ccc(/C=N/O)cc1,-1,-26,0,5,.,2,-11,4,-18[20 µM]
